# Arr AP2 block: human beta-arrestin and AP2 interaction inhibition. inhibition, % at 10 µM. 0.31% of 340,000 active. FITC-arrestin peptide / GST-AP2 beads, flow cytometry; AP2 beta2 appendage carries R879A mutation;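 active = inhibition above a set limit, near 3 SD of compounds lacking own fluorescence, cut at about 54% in these data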;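 note: plate controls were DMSO wells for no effect and 5 µM unlabelled arrestin peptide for full effect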
#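 Test system: GST-tagged AP2 beta2-adaptin appendage (R879A) on 4 µm glutathione beads; also added: fluorescein-tagged arrestin peptide at 50 nM final; timing: 12 min plus 1 h, RT; signal: flow cytometry, FL1 (488/535 nm); read-out: percent drop in bead-associated FITC signal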
# Wnt act: activators of Wnt/beta-catenin signaling; 1.2% of 300,000 active; activation, % at 9.35 µM; Wnt/beta-catenin reporter cell assay, activator, plate reader; in the data active = activation above about 30%, passing the limit was not always enough; inconclusive = no clear call, values can overlap the other calls;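 note: 0% = neutral control wells and 100% = positive control wells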
# RTF Ca sens act: cardiac RTF calcium sensitization; activation, % at 7.2 µM; IANBD-labeled TnC RTF fluorescence at EC20 calcium; 0% EC20 calcium, 100% full calcium; AID 493008; 0.24% of 340,000 active;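 active = activation above the mean over all tested compounds plus 3 SD, cut at about 30% in these data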;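 note: rise in fluorescence read as greater calcium sensitivity of cardiac thin filaments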
# MOR-DOR inv ag: inverse agonists of human mu-delta opioid receptor heterodimerization. P35372+P41143. cell-based MOR-DOR heterodimer luminescence, inverse agonism. AID 504357. inhibition, % at 9.3 µM. 0.21% of 340,000 active; in the data active = inhibition above about 22%, passing the limit was not always enough;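 note: 0% = cells with DMSO and 100% = wells without cells with DMSO; values of inactives mirror those of a sister screen read the other way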
# Target sequence (P35372 whole entry, looked up): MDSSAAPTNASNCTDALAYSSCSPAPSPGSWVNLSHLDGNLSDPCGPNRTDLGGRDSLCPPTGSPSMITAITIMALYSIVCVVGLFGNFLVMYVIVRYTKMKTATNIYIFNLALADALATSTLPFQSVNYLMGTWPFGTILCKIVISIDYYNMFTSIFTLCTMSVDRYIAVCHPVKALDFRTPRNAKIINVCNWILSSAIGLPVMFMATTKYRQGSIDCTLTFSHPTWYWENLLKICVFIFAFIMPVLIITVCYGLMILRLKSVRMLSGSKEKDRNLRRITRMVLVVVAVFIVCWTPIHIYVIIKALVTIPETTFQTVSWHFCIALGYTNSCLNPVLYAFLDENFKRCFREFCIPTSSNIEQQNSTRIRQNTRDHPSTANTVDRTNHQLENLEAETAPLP
# Target sequence (P41143 whole entry, looked up): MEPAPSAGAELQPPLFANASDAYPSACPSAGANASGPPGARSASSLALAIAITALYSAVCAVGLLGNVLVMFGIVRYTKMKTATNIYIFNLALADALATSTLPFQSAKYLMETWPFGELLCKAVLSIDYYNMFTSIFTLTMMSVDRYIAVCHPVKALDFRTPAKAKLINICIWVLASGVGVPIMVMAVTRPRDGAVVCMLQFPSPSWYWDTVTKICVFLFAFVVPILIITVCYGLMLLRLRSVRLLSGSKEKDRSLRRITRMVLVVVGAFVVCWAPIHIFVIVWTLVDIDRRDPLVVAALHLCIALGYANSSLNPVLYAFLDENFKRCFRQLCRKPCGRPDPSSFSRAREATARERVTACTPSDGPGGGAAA
# DSG3 Ab inh: blocks pemphigus antibody binding to human desmoglein-3 | DSG3-coupled beads, scFv-anti-DSG3-GFP binding, flow cytometry; stronger effect = lower value | AID 588358 | binding (percent of control), % at 10 µM | 0.48% of 310,000 active;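 active = binding more than 3 SD below its plate's average and above zero; inconclusive = below that plate limit but binding exactly zero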;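 note: hits lower antibody fragment binding to DSG3; some compounds called inactive have numbers as strong as hits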
# V-ATPase pHluor: regulators of yeast V-ATPase proton transport | 0.37% of 350,000 active | response, % at 10 µM | AID 504577 | S. cerevisiae, pHLuorin cytosolic pH fluorescence; in the data active = response mostly above about 7.3%, no sharp cut-off; inactive = mostly below about 5.4%; note: actives read high; inactives centre near 0; some compounds called inactive have numbers as strong as hits; reference of the scale not given here
# Cardiac RTF inh: cardiac RTF calcium desensitization | 0.12% of 340,000 active | IANBD-labeled cardiac RTF, Ca2+ fluorescence | inhibition, % at 7.15 µM;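 active = inhibition above the mean inhibition of all tested compounds plus 3 SD, cut at about 17% in these data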;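 note: assay run at fixed EC70 calcium of 1.6 mM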
# OPRM1-OPRD1 ag: OPRM1-OPRD1 heterodimerization agonism | AID 504326 | activation, % at 9.3 µM | P35372+P41143 | 0.3% of 340,000 active | cells, luminescence; in the data active = activation above about 18%;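 note: 0% = vehicle-treated cells and 100% = reference agonist; values of inactives mirror those of a sister screen read the other way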
# Keap1-Nrf2 PPI: disrupts human Keap1 binding to Nrf2 peptide; Q14145; 0.15% of 340,000 active; inhibition, % at 9.4 µM; Keap1 Kelch-Nrf2 peptide fluorescence polarization, 1536-well; AID 504523; in the data active = inhibition above about 12%; inconclusive = no clear call, values can overlap the other calls; inactive = below about 7.3%;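 note: human Keap1 Kelch domain with fluorescein labeled Nrf2 9mer peptide probe; 0% = neutral control wells and 100% = peptide positive control; higher means more block of Keap1 binding to Nrf2 peptide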
# C-LANA FP: blocks KSHV LANA C-terminal domain binding to DNA; MBP-C-LANA/FAM-LBS DNA binding, fluorescence polarization; inhibition, % at 9 µM; 0.078% of 340,000 active;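 active = highest replicate inhibition at or above 60% at 9 µM, even if other replicates fall short; inactive = all replicates below 60% inhibition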;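 note: 0% = neutral control wells and 100% = 4 µM acridine orange control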
# An asterisk follows results filed as active; ? = inconclusive; nt = no result given. No enrichment for hits. About 3.1% of those tested had a hit in this group.
SMILES,Arr AP2 block,Wnt act,RTF Ca sens act,MOR-DOR inv ag,DSG3 Ab inh,V-ATPase pHluor,Cardiac RTF inh,OPRM1-OPRD1 ag,Keap1-Nrf2 PPI,C-LANA FP
COc1ccc(C(=O)Nc2cc3c(cc2C#N)OCO3)cc1S(=O)(=O)NCc1ccco1,-1,-3,-2,11,90,1,4,-1.8,-1,0.6
COc1ccc(/C=C2\SC(=S)N(CC(=O)NNC(=O)c3ccncc3)C2=O)cc1,2,-2,nt,nt,205,-10,nt,nt,-5,0.2
Cc1ccc(C(=O)NCCN2CCCC2)cc1,-3,0,-1,7,103,1,-2,-1.7,-3,1.3
COc1ccc(CC(=O)N/N=C/c2cc(Br)cs2)cc1OC,15,0,3,-3,101,-2,-10,0.7,-1,-4.5
Cc1ccc(S(=O)(=O)CCC(=O)Nc2ccc3c(c2)OCO3)cc1,6,nt,-9,3,104,6,0,-0.4,2,-3.1
O=C1COc2ccccc2N1Cc1ccc(Cl)cc1,4,0,-2,5,100,4,3,-1.2,5,5.1
CCN1c2ccccc2S(=O)(=O)c2ccccc21,-9,4,-1,17,110,-2,-4,-3.8,-4,-0.4
COCC1CCCN(C(=O)c2ccc3nc(Cc4cccc(Cl)c4)oc3c2)C1 (centres undefined),-1,24,5,-10,nt,3,-6,1.9,-11,-1.1
Cc1cc(-n2c(SCC(=O)NCCC3=CCCCC3)nc3n[nH]c(C)c3c2=N)ccc1Cl,2,-5,-2,-151,99,-4,-12,29*,-1,-1.9
O=C1CSc2ccccc2N1Cc1ccccc1F,-2,-3,-5,6,119,-1,-2,-1.2,2,0.5
O=C(CN1CCC(C(O)(c2ccccc2)c2ccccc2)CC1)Nc1ccccc1,-18,nt,-5,-11,105,2,-6,1.9,2,0.3
CC(C)c1nc2n[nH]c(N)c2c2c1CSC(C)(C)C2,-11,nt,2,16,94,0,-7,-3.3,1,5.3
COc1ccc(S(=O)(=O)N(CC(=O)NCc2ccco2)C2CCCCC2)cc1OC,10,-11,0,10,94,-2,-8,-1.8,-7,0.6
Cc1cc(C(=O)NCCCn2ccnc2)cs1,2,nt,-3,15,101,3,-10,-2.9,5,2.0
COC(=O)c1nc(NNC(=O)c2ccccc2)sc1-c1ccccc1,-7,0,3,16,94,-2,-18,-3.6,1,0.3
COc1ccc(-c2cc(C(F)F)nc(-n3nc(C)cc3C)n2)cc1,-2,-3,7,-10,101,7,2,1.8,-1,-0.7
COCCNC(=O)COC(=O)c1nsc(Cl)c1Cl,11,-5,5,7,104,5,-9,-1.2,-1,-1.8
O=C(O)C1C2C=CC(C2)C1C(=O)Nc1ccc(C(=O)N2CCCCC2)c(Cl)c1 (centres undefined),-3,nt,4,4,101,-3,7,-0.7,-2,0.4
C=C(c1cn(C(C)=O)c2ccccc12)c1cn(C(C)=O)c2ccccc12,13,2,7,-12,121,-1,-16,2.3,2,11
COc1cc(Cl)c(C)cc1NC(=O)CSc1nc2ccccc2o1,5,nt,3,-33,102,5,-4,6.3,1,-0.1
COC(=O)c1ccc2c(c1)NC1=C(C(=O)CC(C)(C)C1)C(c1ccncc1)N2 (centres undefined),-7,-2,20,20,117,0,0,-3.7,1,-1.0
COc1ccccc1CNC(=O)c1n[nH]c2ccccc12,-11,8,-1,11,95,1,-18,-2.2,3,1.3
CC(OC(=O)C(C)N1C(=O)C2C3C=CC(C4CC34)C2C1=O)C(=O)c1ccccc1 (centres undefined),10,-3,-1,5,103,0,-5,-1.0,-3,1.2
O=C(CN1CCCC1c1ccc2c(c1)OCCO2)NC(=O)Nc1ccccc1F (centres undefined),26,-2,-2,-8,106,-4,6,1.2,-2,0.8
Fc1ccc(C(c2nnnn2Cc2cccs2)N2CCN(c3ccccc3)CC2)cc1 (centres undefined),2,-7,8,-44,107,2,4,8.2,-7,0.2
COc1ccc(NS(=O)(=O)c2ccc3c(c2)CCCN3C(C)=O)cc1,4,1,0,6,102,-2,5,-1.1,2,-1.1
CCCOP(=O)(OCCC)C1(Nc2ccc(C)cc2)CCCCC1,26,nt,1,-13,100,0,-14,2.4,4,-1.3
Cc1ccc(/C=C/C(=O)O)cc1S(=O)(=O)NCc1cccnc1,-5,1,1,14,100,-3,-8,-2.6,1,0.0
O=C(O)CCc1ccc(-c2cccs2)n1Cc1ccco1,34,nt,-2,-4,121,4,-7,0.9,-2,0.1
CCN(CC(=O)NCc1ccc(F)cc1)C(=O)/C=C/c1ccco1,-18,-1,5,19,100,1,-16,-4.1,-8,2.9

# Given with values under each structure: six of the compounds above.
# Fields: Arr AP2 block, Wnt act, RTF Ca sens act, MOR-DOR inv ag, DSG3 Ab inh, V-ATPase pHluor, Cardiac RTF inh, OPRM1-OPRD1 ag, Keap1-Nrf2 PPI, C-LANA FP
Cc1cc(-n2c(SCC(=O)NCCC3=CCCCC3)nc3n[nH]c(C)c3c2=N)ccc1Cl
  2, -5, -2, -151, 99, -4, -12, 29*, -1, -1.9
Cc1cc(C(=O)NCCCn2ccnc2)cs1
  2, nt, -3, 15, 101, 3, -10, -2.9, 5, 2.0
COc1ccc(CC(=O)N/N=C/c2cc(Br)cs2)cc1OC
  15, 0, 3, -3, 101, -2, -10, 0.7, -1, -4.5
Cc1ccc(/C=C/C(=O)O)cc1S(=O)(=O)NCc1cccnc1
  -5, 1, 1, 14, 100, -3, -8, -2.6, 1, 0.0
COc1ccc(NS(=O)(=O)c2ccc3c(c2)CCCN3C(C)=O)cc1
  4, 1, 0, 6, 102, -2, 5, -1.1, 2, -1.1
COc1ccccc1CNC(=O)c1n[nH]c2ccccc12
  -11, 8, -1, 11, 95, 1, -18, -2.2, 3, 1.3

# Further entries follow.
SMILES,Arr AP2 block,Wnt act,RTF Ca sens act,MOR-DOR inv ag,DSG3 Ab inh,V-ATPase pHluor,Cardiac RTF inh,OPRM1-OPRD1 ag,Keap1-Nrf2 PPI,C-LANA FP
COc1ccc(C2/C(=C(/O)c3ccccc3)C(=O)C(=O)N2CCN2CCOCC2)c(OC)c1 (centres undefined),-2,nt,-6,7,98,-5,-12,-1.1,-6,0.4
CC(=O)Nc1nonc1-c1nc2ccccc2n1CCC(C)C,-4,nt,8,-17,106,1,5,3.0,-2,-0.7
O=C(O)COc1ccc2c3c(c(=O)oc2c1)CCCC3,7,-2,1,16,94,-2,6,-2.8,-4,0.7
CCC(C)[C@H](N)C(=O)NC[C@H]1CC[C@H](C(=O)N[C@@H](Cc2ccccc2)C(=O)O)CC1 (some centres undefined),11,-1,-2,9,100,-2,-4,-1.9,?,0.6
COc1cccc(/C=N/NC(=S)NCc2ccco2)c1OC,42,0,1,11,103,-1,-7,-2.2,1,0.7
COc1ccccc1-c1cc(C(=O)N/N=C/C=C/c2ccccc2[N+](=O)[O-])c2ccccc2n1,8,-3,8,11,nt,1,-1,-1.9,-2,0.2
CCOc1cc(NC(=O)c2ccco2)c(OCC)cc1NC(=O)COc1ccccc1C,2,-6,0,7,98,-4,-5,-1.1,-3,-0.9
CC(=NNC(=O)CCC(=O)Nc1ccccc1Cl)c1ccco1,-23,0,4,15,nt,-5,3,-3.0,1,-0.2
COc1ccc(NC(C)=O)cc1NC(=O)CN1CCN(S(=O)(=O)c2ccc(C(C)C)cc2)CC1,12,-3,-2,-4,102,19*,0,0.9,0,-1.2
CCOC(=O)CNC(=O)CSc1nc2nc(C)c(Br)cc2[nH]1,-8,nt,-3,-10,nt,10,-5,2.3,-2,0.3
Cc1ccc(C=NNC(=O)c2cc(-c3cccnc3)nc3ccccc23)o1,27,-2,-4,23,125,-4,-4,-4.8,-1,0.7
COc1ccc(N2C(=O)[C@@H]3Cc4ccccc4CN3C2=O)cc1,7,-1,-5,2,109,5,-13,-0.5,-5,-1.7
Cc1noc(C)c1S(=O)(=O)NCc1ccc2c(c1)OCO2,13,2,5,6,104,0,1,-1.1,2,0.7
CCCc1[nH]c(=O)c(C#N)c2c1COC(C)(C)C2,-1,nt,1,1,102,1,1,-0.3,-5,0.6
CCOc1ccc(N2C(=O)CC(Cc3ccc(Br)cc3)C2=O)cc1 (centres undefined),11,0,1,-10,125,-1,11,2.0,-3,-1.4

# Complete entries, quoted from the list. Values in the order: Arr AP2 block | Wnt act | RTF Ca sens act | MOR-DOR inv ag | DSG3 Ab inh | V-ATPase pHluor | Cardiac RTF inh | OPRM1-OPRD1 ag | Keap1-Nrf2 PPI | C-LANA FP
# `CC(=O)Nc1nonc1-c1nc2ccccc2n1CCC(C)C` in the list: -4 | nt | 8 | -17 | 106 | 1 | 5 | 3.0 | -2 | -0.7
# `CCC(C)[C@H](N)C(=O)NC[C@H]1CC[C@H](C(=O)N[C@@H](Cc2ccccc2)C(=O)O)CC1` (some centres undefined) in the list: 11 | -1 | -2 | 9 | 100 | -2 | -4 | -1.9 | ? | 0.6

# Next part.
SMILES,Arr AP2 block,Wnt act,RTF Ca sens act,MOR-DOR inv ag,DSG3 Ab inh,V-ATPase pHluor,Cardiac RTF inh,OPRM1-OPRD1 ag,Keap1-Nrf2 PPI,C-LANA FP
Cn1nnnc1SCC(=O)Nc1cccc([N+](=O)[O-])c1,-2,nt,nt,nt,98,-3,nt,nt,-3,-2.6
CCC(=O)Nc1nc2c(OC)ccc(OC)c2s1,-3,7,3,1,107,-2,-4,-0.1,-2,0.1
CCOC(=O)Cn1nnnc1CN(Cc1cccs1)Cc1cc2cc(C)cc(C)c2[nH]c1=O,2,-11,5,1,96,2,-5,-0.2,-1,1.1
COc1ccc(N2CCN(CCNC(=O)CCNS(=O)(=O)c3cccs3)CC2)cc1,35,nt,-3,-1,100,-3,-6,0.2,2,0.6
COc1cccc(NC(=O)C2CCC(CNC(=O)[C@@H]3Cc4ccccc4CN3)CC2)c1 (some centres undefined),39,-1,-1,10,102,-1,4,-1.9,-4,-2.2
O=C(NCc1cccnc1)c1ccc(-c2ccc(Cl)cc2)o1,nt,9,-5,2,58*,2,1,-0.3,-11,0.2
CCN1N=C(c2ccccc2)Cn2c1nc1ccccc12,0,-2,2,-2,nt,9,-9,0.5,-1,-0.3
Cc1cc(C)cc(NC(=O)CSCc2nc3c(nnn3Cc3ccc(F)cc3)c(=O)[nH]2)c1,30,nt,0,15,131,-1,-5,-2.7,1,-0.6
O=C(Nc1cccnc1)Nc1ccc(Br)cc1Cl,29,0,1,-21,86,-2,-1,4.2,-5,-1.8
Cc1c(NC(=S)NC(NC(=O)C(C)(C)C)C(Cl)(Cl)Cl)c(=O)n(-c2ccccc2)n1C (centres undefined),2,0,0,20,82,0,-13,-3.9,-3,0.7
Cc1ccccc1C(=O)N1CCN(c2ccc(NC(=O)c3cccs3)cc2)CC1,4,-5,-3,18,106,3,-2,-3.2,-3,0.6
O=C(Nc1ccnn1C1CCN(C/C=C/c2ccccc2)CC1)c1cccc(F)c1,-1,-3,3,7,112,0,-5,-1.4,-7,-0.5

# Bioassay records deposited in PubChem BioAssay by several laboratories.
